Source: PubChem
HSF1 inhib: HSF1 inhibitors in luciferase reporter cells, primary screen, cell-based, NIH3T3, luminescence | NIH3T3-HGL HSE-luciferase, MG132-induced, luminescence 8 h; stronger effect = lower value | activity change, negative = inhibition, % at 7.5 µM (by protocol) | AID 2098, 2009 | 300,000 compounds, 0.77% hits;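 active = more than half of replicate wells show activity change below -50%, luminescence cut by over half; inconclusive = some wells, but at most half, below -50%; inactive = no replicate well below -50%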;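 also: luciferase reports HSF-1 transcriptional activity via heat shock element; 0% = median of DMSO wells and -100% = zero luminescence signal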
HSF-1 act: HSF-1 activators, primary screen, NIH3T3-HGL cells, MG132 stress, luminescence, single point; NIH3T3-HGL HSF-1 luciferase reporter, 8 h; 100% = twice DMSO control signal; activation, % at 9 µM; 300,000 compounds, 1.7% hits; AID 504408, 2011;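 active = mean replicate activation of at least 50% with a set share of replicates each reaching 50%; inconclusive = only one of those two conditions met; inactive = mean below 50% and too few replicates reaching it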;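 also: 0% = median of the neutral control wells and 100% = twice that signal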
HSP90 inh: HSP90 inhibitors, primary screen, cell lysate, luminescence. Heat shock protein HSP 90 (rabbit reticulocyte lysate; luciferase refolding). Rabbit reticulocyte lysate, luciferase refolding luminescence, 3 h. inhibition, % at 5.6 µM. 290,000 compounds, 0.91% hits. AID 1789, 2009;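 active = inhibition above the screen-wide mean plus 3 SD, computed separately per campaign, cut at about 16% in these data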;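 also: 0% = DMSO wells and 100% = 60 µM geldanamycin wells; inhibitors lower the luminescence because luciferase stays unfolded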
DYRK1A inh: rat Dyrk1A kinase inhibitors, primary screen, biochemical, single point, plate reader; inhibition, % at 12.5 µM; 310,000 compounds, 0.43% hits; ADP-Glo luminescence, NFATc1 peptide; AID 504441, 2011; in the data active = inhibition above about 50%;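 also: plate controls were vehicle with enzyme for no effect and no enzyme for full effect; many of its hits are not listed in these tables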
Platelet DG rel: inhibitors of platelet dense granule secretion, primary screen, cell-based, MLPCN, human platelets; human platelet-rich plasma, SFLLRN dense granule ATP release, luminescence; inhibition, %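 (compounds screened at 7.5 µM in platelet-rich plasma)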; 300,000 compounds, 0.22% hits;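 active = mean replicate score, as percent of positive control, at or above 50; inconclusive = mean below 50 but at least one replicate at or above 50; inactive = mean and every replicate below 50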
HDAC3 inhib: HDAC3 deacetylase inhibitors, primary screen, biochemical, fluorescence, cell-free homogeneous | Histone deacetylase 3 (Homo sapiens), O15379 | recombinant HDAC3, fluorogenic peptide/trypsin coupled | inhibition, % at 8.3 µM | 320,000 compounds, 0.15% hits; in the data active = inhibition above about 26%, passing the limit was not always enough; inconclusive = no clear call, values can overlap the other calls
Target sequence (O15379 whole entry, looked up): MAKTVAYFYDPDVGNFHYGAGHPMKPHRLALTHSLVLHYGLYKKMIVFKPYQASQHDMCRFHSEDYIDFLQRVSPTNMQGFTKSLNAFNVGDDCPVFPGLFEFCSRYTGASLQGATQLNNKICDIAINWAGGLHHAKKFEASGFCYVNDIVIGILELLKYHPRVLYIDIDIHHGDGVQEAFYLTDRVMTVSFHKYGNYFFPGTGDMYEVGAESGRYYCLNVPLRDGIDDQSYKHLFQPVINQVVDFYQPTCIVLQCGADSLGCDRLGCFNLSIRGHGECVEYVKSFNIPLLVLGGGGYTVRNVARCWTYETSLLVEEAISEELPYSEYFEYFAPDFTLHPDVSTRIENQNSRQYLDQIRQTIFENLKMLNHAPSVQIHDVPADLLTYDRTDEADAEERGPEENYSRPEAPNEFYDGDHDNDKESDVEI
AI-2 QS modul: Vibrio harveyi AI-2 quorum sensing modulators, primary screen, JMH597 strain, luminescence/OD600 ratio | Vibrio harveyi JMH597 AI-2 luminescence/OD600 ratio, 9 h; stronger effect = lower value; strain lacks LuxN and CqsS sensors; 0 = neutral-control median | activity change, % at 7.5 µM | 300,000 compounds, 0.4% hits; in the data active = activity change below about -75%, passing the limit was not always enough; inconclusive = no clear call, values can overlap the other calls;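 also: luminescence divided by OD600 gain over 9 h not by final OD600 alone; inactives centre near 13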
PolyA inhibitor: polyadenylation inhibitors in yeast reporter cells, primary screen, luminescence, S. cerevisiae | S. cerevisiae SKY197-pL101 polyadenylation reporter, beta-gal luminescence; efflux-impaired pdr1/pdr3 knockout yeast; score 100 = 6 SD above DMSO | 300,000 compounds, 0.02% hits | calls only at 12 µM | AID 1875, 2009;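 active = lowest replicate activity score at least 50, where 100 means six control SD above control mean; inconclusive = lowest score under 50 but half or more replicates reach 50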;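 also: yeast exposed to compound for 9 h at 30 °C; higher score means more reporter readthrough which indicates perturbed polyadenylation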
GSK3A inh: blockers of GSK3A enzyme activity – biochemical, luminescence, cell-free homogeneous, HTS, primary screen; Glycogen synthase kinase-3 alpha (Homo sapiens), P49840; GSK-3 alpha kinase, ADP-Glo luminescence, 60 min; inhibition, % at 10 µM; 320,000 compounds, 0.1% hits;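 in the data active = inhibition above about 50%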;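 also: GST-tagged GSK-3 alpha with peptide substrate and 25 µM ATP; 0% = DMSO neutral wells and 100% = GW8510 positive control wells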
Target sequence (P49840 whole entry, looked up): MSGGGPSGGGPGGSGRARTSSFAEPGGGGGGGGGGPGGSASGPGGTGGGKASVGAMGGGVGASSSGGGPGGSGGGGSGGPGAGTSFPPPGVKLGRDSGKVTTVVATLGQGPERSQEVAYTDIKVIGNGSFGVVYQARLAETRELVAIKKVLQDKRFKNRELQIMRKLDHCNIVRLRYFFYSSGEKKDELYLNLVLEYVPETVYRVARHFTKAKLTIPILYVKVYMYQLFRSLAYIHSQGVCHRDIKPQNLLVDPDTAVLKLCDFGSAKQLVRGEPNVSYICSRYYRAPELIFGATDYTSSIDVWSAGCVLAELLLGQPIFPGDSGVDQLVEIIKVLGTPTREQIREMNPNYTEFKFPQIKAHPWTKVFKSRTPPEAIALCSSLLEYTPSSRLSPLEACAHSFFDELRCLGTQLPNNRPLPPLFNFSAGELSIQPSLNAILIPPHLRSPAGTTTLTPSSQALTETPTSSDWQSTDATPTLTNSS
GSK3beta inhib: human GSK3beta kinase inhibitors, primary screen, biochemical, cell-free homogeneous, HTS | Glycogen synthase kinase-3 beta (Homo sapiens), P49841 | GST-GSK3beta kinase, ADP-Glo luminescence, 60 min; stronger effect = lower value | activity score (negative = inhibition), % at 10 µM | 300,000 compounds, 0.038% hits | AID 2097, 2009;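 active = more than half of replicate wells score below -50%, meaning over 50% inhibition versus plate controls; inconclusive = some replicates but at most half score below -50%; inactive = no replicate scores below -50%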;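 also: 0% = median DMSO wells and -100% = median GW8510 positive control wells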
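Test system: GST-tagged human GSK3beta kinase, cell-free; evaluation: activity score scaled between in-plate DMSO and GW8510 controls; measured by: ADP-Glo luminescence; incubation: 60 min reaction, RT; benchmarks: DMSO and 20 µM GW8510; reagent: peptide substrate plus 25 µM ATP (final); medium: Tris/MgCl2 kinase buffer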
* marks the source's active call; other numbers are inactive results; i = inactive; ? = inconclusive; . = not tested or not shown. Not all compounds are listed, so the mix of outcomes need not match the whole.

Under each structure: HSF1 inhib	HSF-1 act	HSP90 inh	DYRK1A inh	Platelet DG rel	HDAC3 inhib	AI-2 QS modul	PolyA inhibitor	GSK3A inh	GSK3beta inhib
> COc1ccc(N2C(=O)C3CCCN3C2c2ccccc2)cc1Cl (centres undefined)
    2	-7	2	2	0	1	1	i	1	-5
> COc1cc2cc(CN(Cc3nnnn3Cc3ccco3)C3CCCCC3)c(=O)[nH]c2cc1OC
    4	43	0	0	38	-7	1	i	-1	-1
> O=C(Nc1cc(S(=O)(=O)N2CCOCC2)ccc1N1CCCC1)C1COc2ccccc2O1 (centres undefined)
    4	-2	6	4	17	-2	-10	i	-1	-4
> COc1cccc(CNC(=O)C2CCN(S(=O)(=O)c3ccc(C)cc3)CC2)c1
    2	0	0	4	6	-3	2	i	0	-18
> CC(=O)NCCc1nc2cc(NC(=O)c3cccc([N+](=O)[O-])c3)ccc2n1C
    5	-7	-3	-2	-2	-7	34	i	0	2
> COc1ccccc1OCC(=O)N/N=C/c1c(O)ccc2ccccc12
    -3	-19	-1	13	1	-1	13	i	-4	-4
> COc1ccc(CCC(=O)NC2CCCc3ccccc32)cc1OC (centres undefined)
    -8	-5	-1	-5	-6	0	24	i	0	0
> COc1cccc(C=Nc2ccccc2C#N)c1O
    3	9	0	2	10	0	20	i	-1	3
> C/C(=N\NC(=O)c1ccc([N+](=O)[O-])cc1)c1cccc([N+](=O)[O-])c1
    4	2	-1	0	-1	3	20	i	3	3
> O=c1oc2cc(O[C@@H]3OC[C@@H](O)[C@H](O)[C@H]3O)ccc2c2ccccc12
    -4	-9	-6	21	-3	-47	3	i	1	2
> CC1CCCN(C(=O)Cn2c(=O)oc3ccccc32)C1 (centres undefined)
    2	29	-1	-3	6	-3	3	i	-4	1
> COC(=O)c1ccccc1NC(=O)N1CCN(S(=O)(=O)c2ccc(Cl)cc2)CC1
    3	31	-1	-1	0	11	1	i	-2	-1
> CCc1ccc(CNCc2cccs2)cc1
    5	2	1	.	-13	6	-1	i	-1	2
> CCc1ccc(N(C(=O)CNC(=O)c2ccco2)C(C(=O)NC2CCCC2)c2ccncc2)cc1 (centres undefined)
    23	28	1	-11	5	-1	8	i	0	1
> CC1(C)C(=O)Nc2ccccc2N1C(=O)COC(=O)CCSc1ccccc1
    3	0	-1	-4	8	12	-85*	i	-1	3
> C=CCSc1nc2ccccc2c(=O)[nH]1
    0	13	-2	12	-16	-3	35	i	-1	1
> O=C(CC1OCC2CCCN2C1=O)Nc1ccc([N+](=O)[O-])cc1 (centres undefined)
    -4	8	-1	-4	6	4	10	i	0	-3
> Cc1oc2c(Cl)c(Cl)c(O)c(CN(C)C)c2c1C(=O)c1ccc(Cl)cc1
    -17	-14	0	15	-2	11	18	i	70*	7
> CCCN1C(=O)C(NC(=O)c2ccncc2)(C(F)(F)F)C2=C1CC(C)(C)CC2=O (centres undefined)
    -3	-21	1	-6	1	2	5	i	-1	0
> COc1ccc2c(c1)c(C(=O)CN1CCN(C(=O)c3ccco3)CC1)c(C)n2C
    -4	2	8	5	-18	6	5	i	1	-7
> O=c1[nH]nc(-c2ccccc2)c2ccccc12
    -4	-4	-1	8	7	.	9	i	0	-3
> O=C(On1c(-c2ccccc2)nc2ccccc2c1=O)c1ccco1
    -13	-11	-4	8	-1	0	14	i	0	3
> CCC(=O)Nc1cc(C(=O)O)ccc1S(=O)(=O)c1ccc(C)cc1
    -23	-16	-3	4	16	1	6	i	0	2
> CCN(Cc1nc(-c2ccccc2)no1)C(=O)c1ccc2c(c1)OCO2
    6	31	1	.	-2	3	14	i	1	-2
> CCc1ccc(NC(=O)COC(=O)/C=C/c2c(C)nn(C3CCS(=O)(=O)C3)c2Cl)cc1 (centres undefined)
    36	?	3	6	-5	2	25	i	-2	1
> CS(=O)(=O)N(CCc1ccccc1)CC(=O)N1CCN(Cc2ccc3c(c2)OCO3)CC1
    -4	11	3	2	1	4	5	i	-2	-4
> CN1/C(=C\C=N\NC(=O)c2ccccc2Br)C(C)(C)c2ccccc21
    1	6	0	.	12	.	52	i	.	3
> C=CC[N+](C)(C)CCCNC(=O)/C=N/O
    -2	-1	5	6	-1	1	2	i	-1	-2
> Cc1c(C)c(C)c(S(=O)(=O)Nc2ccc3[nH]c(=O)[nH]c3c2)c(C)c1C
    8	11	-3	6	12	-3	31	i	-3	1
> CCCCC1CC(CSc2ncn[nH]2)OC1=O (centres undefined)
    -4	1	-1	-2	-3	5	20	i	-2	2
> O=C(COC(=O)/C=C/c1ccccc1Cl)NCc1ccccc1
    0	1	1	7	-2	-3	12	i	-3	2
> NS(=O)(=O)c1ccc(NC(=S)Nc2ccc(F)c(F)c2)cc1
    -40	-52	-2	4	0	-7	0	i	4	-10
> C/C(CCC1CC(C)OC1=O)=N/Nc1nc(-c2ccccc2)cs1 (centres undefined)
    -9	-14	1	4	-11	4	16	i	1	2
> O=C(O)CCc1ccc(-c2ccc(Br)cc2)n1-c1ccc(O)cc1
    7	4	-4	5	-4	1	7	i	-4	4
> Cc1cccc(-n2ncc3c(N4CCC(C)CC4)ncnc32)c1
    -8	-8	-1	6	19	-2	19	i	0	0
> CN(C)C(C(=O)NC1CCCCC1)c1ccc(Cl)cc1 (centres undefined)
    -27	-39	4	-4	8	-10	-7	i	3	-5
> O=C(Nc1nc2ccccc2s1)c1ccc([N+](=O)[O-])o1
    38	49	2	-5	7	-2	14	i	-3	0
> CC(C)CCN1C(=O)C2(OCCCO2)c2cc(Cl)ccc21
    -4	24	-2	1	2	2	11	i	0	-1
> O=C(OCCNc1ncc(C(F)(F)F)cc1Cl)c1ccc(S(=O)(=O)N2CCOCC2)cc1
    13	25	-4	4	-3	16	34	i	0	0
> Cc1ccc(/C=C(\NC(=O)c2ccc(C)cc2)C(=O)NCCCn2ccnc2)cc1
    -4	4	-1	3	4	5	13	i	2	1
> COc1cccc(-n2c(COc3ccc(C)cc3)nnc2SCC(=O)O)c1
    -3	-10	-2	2	2	.	25	i	-5	4
> COc1ccc(Nc2nc(N(C)c3ccccc3)nc(N)c2[N+](=O)[O-])cc1
    -15	-11	2	0	-8	-2	16	i	0	0
> COC(=O)CCC(=O)c1oc2ccccc2c1NC(=O)CCCN1C(=O)c2ccccc2C1=O
    3	-16	0	-7	-2	5	4	i	-1	1
> CCN(CC)S(=O)(=O)c1ccc2c(c1)c(=O)c(C(=O)N1CCOCC1)cn2C
    -13	-4	2	-2	-6	-1	35	i	-1	-1
> CC(C)(C)NC(=O)c1ccc2c(c1)C(=O)N(C1CCCCC1)C2=O
    3	12	-2	-3	0	1	2	i	.	-1
> Cc1ccc2nc(NC(=O)c3ccc4c(c3)OCO4)sc2c1
    8	28	-4	.	4	-5	16	i	3	-1
> CCOC(=O)CN(C(=O)CSc1nnc(C)n1-c1ccccc1)c1cccc([N+](=O)[O-])c1
    -5	9	5	-7	-3	-8	1	i	-8	1
> COc1ccc(NC(=O)CN2C(=O)S/C(=C/c3cccn3-c3ccc(C(=O)O)cc3)C2=O)cc1
    .	.	-3	9	.	8	31	.	.	-3
> O=C(NC1CC1)C1CCN(C(=O)c2ccc(Cl)cc2)CC1
    -8	-3	-2	4	11	1	13	i	-3	0
> CN(C(=O)COC(=O)/C=C/c1cccs1)c1c(N)n(Cc2ccccc2)c(=O)[nH]c1=O
    7	38	.	8	-3	1	20	i	-1	2
> CCCCc1ccc(NC(=O)COc2ccc(C(=O)Nc3ccccc3OC)cc2)cc1
    4	-6	2	.	17	-1	32	i	0	3
> Cc1cccc(-n2c3nc(=O)[nH]c(=O)c-3cc3c(C)nn(-c4ccccc4)c32)c1
    -7	-14	-7	.	14	-18	-7	i	2	4
> CN1CCN(c2ccc(NC(=S)NC(=O)/C=C/c3ccco3)cc2)CC1
    0	15	-3	7	-4	12	11	i	1	-1
> CCN(CC)S(=O)(=O)c1ccc(/C(O)=C(\C#N)c2nc3ccccc3n2C)cc1
    -2	21	2	5	-2	1	21	i	-1	-2
> CCCCn1cnc2c(sc3nc4c(cc32)CSC(C)(C)C4)c1=O
    -7	-11	5	-3	16	3	20	i	0	3
> Nc1ccc(C(=O)N/N=C\c2ccc(OC(=O)c3ccccc3Cl)cc2)cc1
    4	1	0	-6	3	1	-12	i	-2	-1
> O=C(NCc1nnnn1-c1ccc(F)cc1)C1CC(=O)N(c2ccc(F)cc2)C1 (centres undefined)
    -1	2	.	-4	0	5	-17	i	-1	-4
> COc1ccc(S(=O)(=O)n2c([N+](=O)[O-])cnc2C)cc1OC
    -1	5	-2	-3	-7	-3	8	i	-1	-1
> C[C@H](NC(=O)[C@@H]1Cc2ccccc2CN1)C(=O)NC[C@H]1CC[C@H](C(=O)O)CC1
    10	19	-3	-1	2	1	12	i	2	-3
> CC(C)c1ccc(S(=O)(=O)N2CCN(C(=O)c3cc(-c4ccccc4)n[nH]3)CC2)cc1
    4	19	2	-9	-2	-17	30	i	-2	-3

New compounds follow:
Under each structure: HSF1 inhib	HSF-1 act	HSP90 inh	DYRK1A inh	Platelet DG rel	HDAC3 inhib	AI-2 QS modul	PolyA inhibitor	GSK3A inh	GSK3beta inhib
> O=S(=O)(c1ccc(Br)cc1)c1cnc2ccccc2n1
    17	30	5	0	7	-4	-2	i	0	-1
> O=C(Cn1cnc2c(nnn2Cc2ccccc2)c1=O)NCC1CCCO1 (centres undefined)
    -6	2	4	3	3	.	20	i	-2	0
> CC(C)[C@H]1CC[C@@H](C)C(C(=O)c2ccccc2)C1=O (some centres undefined)
    -4	15	-4	-7	10	2	18	i	-2	1
> Cc1[nH]c2ccccc2c1/C=N/NC(=O)c1cc(-c2cccs2)[nH]n1
    -6	-7	-1	-73	-4	-9	7	i	1	-1
> COc1ccc(CN(CCC(c2ccccc2)c2ccco2)C(=O)c2ccco2)cc1 (centres undefined)
    8	22	0	-5	-1	5	21	i	-2	2
